iPSC survival up – enhancers of single-cell hiPSC survival, primary screen, ATPlite luminescence | 100% = ROCK inhibitor wells, 0% = DMSO | survival enhancement, % at 20 µM | hit rate 0.044% among 360,000 | AID 602274, 2012; in the data active = survival enhancement above about 18%;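 note: cells exposed to compounds for 16 hours before the ATP read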
Peg3 promoter – Peg3 promoter-driven luciferase inhibitors, primary screen, cell-based, HeLa, luciferase luminescence. HeLa PEG-Prom luciferase reporter, overnight. AID 588405, 2011. inhibition, % at 20 µM. hit rate 1.7% among 360,000;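 active = inhibition of at least 50% at 20 µM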
HIF-2a block – HIF-2a reporter inhibitors, primary screen, luminescence, 786-0 RCC cells; inhibition, % at 18.8 µM; 786-0 RCC cells HIF-2a reporter, luciferase luminescence, overnight; AID 624352, 2012; hit rate 0.72% among 360,000;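 active = inhibition of the luminescence signal of 40% or more relative to plate controls, in a single-dose primary screen at 18.75 µM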
NR2E3 ag-1 – NR2E3 agonists in two-hybrid cells, primary screen, cell-based, luminescence, CHO-S, Gal4-NCOR/VP16-NR2E3 | AID 602229, 2012 | hit rate 0.35% among 360,000 | Photoreceptor-specific nuclear receptor (Homo sapiens), Q9Y5X4 | inhibition of corepressor binding, % at 3.98 µM | luciferase;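 active = inhibition above the mean of all tested compounds plus 3 SD, cut at about 70% in these data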;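 note: 0% = DMSO with NR2E3 transfected cells and 100% = cells lacking NR2E3 construct; higher means lower luciferase signal from less NR2E3 corepressor binding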
Target sequence (Q9Y5X4 whole entry, looked up, the tested form may be a part): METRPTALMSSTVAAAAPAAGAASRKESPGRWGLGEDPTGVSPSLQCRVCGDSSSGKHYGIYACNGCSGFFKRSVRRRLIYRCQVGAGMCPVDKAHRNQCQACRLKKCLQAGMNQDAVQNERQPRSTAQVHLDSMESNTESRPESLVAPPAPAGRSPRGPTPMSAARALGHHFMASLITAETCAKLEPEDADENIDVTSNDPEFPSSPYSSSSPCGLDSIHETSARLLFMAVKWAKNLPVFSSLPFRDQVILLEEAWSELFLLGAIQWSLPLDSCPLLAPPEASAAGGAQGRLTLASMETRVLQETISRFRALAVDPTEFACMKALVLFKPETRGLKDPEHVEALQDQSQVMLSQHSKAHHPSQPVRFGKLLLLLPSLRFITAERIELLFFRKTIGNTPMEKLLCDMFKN
TRAIL sens C8 – viability loss with TRAIL in NB7+C8 cells, primary screen, TRAIL sensitizer project, cell-based, ATPlite luminescence. inhibition (viability loss, TRAIL sensitization), % at 10 µM. AID 624354, 2012. hit rate 1% among 360,000;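 active = compounds causing at least 50% loss of cell viability in the single-dose screen, relative to plate controls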
Shn3 3UTR inh – reduction of Shn3 3'UTR firefly luciferase signal, primary screen, Schnurri-3 inhibitor project, cell-based, Clone20 osteoblasts, set 2. hit rate 0.52% among 360,000. Clone20 osteoblast Shn3 3'UTR firefly luciferase, 24 h. inhibition, % at 12.5 µM;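 active = mean inhibition of at least 75% with every replicate also reaching 75%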;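 note: 0% = median of neutral control wells and 100% = pilot-screen positive control compound; some compounds past the cut are filed as inactive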
CF NFkB block – inhibitors of PAF-induced NF-kB signaling, primary screen, cell-based, GFP fluorescence, uHTS. KKLEB NF-kB-GFP reporter, GFP fluorescence overnight. inhibition, % at 5 µM. hit rate 0.86% among 360,000;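 active = at least 50% inhibition at 5 µM, scaled per plate between neutral and stimulator controls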;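 note: PAF is a Pseudomonas aeruginosa culture filtrate used as stimulus; plate controls were PAF-stimulated DMSO wells for no effect and unstimulated DMSO wells for full effect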
KKLEB tox – cytotoxicity in KKLEB CF airway cells, primary screen, cytotoxicity control for CF NF-kB inhibitor project, cell-based, uHTS, fluorescence assay plates. KKLEB CF airway cells viability, ATPlite luminescence, overnight; hits give low values; cells stimulated with P. aeruginosa culture filtrate. activity change (cytotoxicity), % at 5 µM. hit rate 0.36% among 360,000;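 active = corrected activity change at or below -50% at 5 µM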
NR2E3 ag-2 – inhibitors of NR2E3-RetCOR corepressor binding, primary screen, NR2E3 agonist project, biochemical, TR-FRET, GST-NR2E3, biotin-RetCOR. Photoreceptor-specific nuclear receptor (Homo sapiens), Q9Y5X4. 1536-well. inhibition of corepressor binding, % at 4.78 µM. hit rate 0.12% among 320,000. AID 2300, 2010;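 active = percent inhibition above the cutoff of mean plus 3 SD of all tested compounds, set per screening campaign, cut at about 20% in these data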;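 note: 0% = DMSO wells and 100% = biotin wells as full block of FRET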
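Material: NR2E3–RetCOR corepressor complex / Incubation: Compound–protein incubation for 5 h at 4 °C / Dosing: compound at 4.8 µM, single dose / Detection: time-resolved FRET / Benchmarks: high control biotin, low control 0.6% DMSO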
TRPM1 prom inh – inhibitors of MITF-dependent TRPM1 promoter reporter, primary screen, cell-based, SK-MEL-5, single point, luciferase. inhibition, % at 12.5 µM. hit rate 0.83% among 330,000. SK-MEL-5 TRPM1 promoter luciferase, 24 h;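 active = mean inhibition across replicates of 60% or more, whatever share of single replicates reaches that level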; note: values of inactives mirror those of a sister screen read the other way
LMP1 NFkB inh – EBV LMP1-driven NF-kappaB luciferase reporter inhibitors, primary screen, cell-based, luminescence, single point | LMP1-induced NF-kappaB luciferase reporter cells | inhibition, % at 12.5 µM | hit rate 0.69% among 350,000; in the data active = inhibition above about 41%;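 note: 0% = neutral control wells and 100% = reference inhibitor control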
* = called active by the depositor. The list is partial; rates above refer to the full screens.

Results for S=c1[nH]nc(-c2ccccn2)n1/N=C/c1ccc(-c2ccccc2Br)o1 ?
iPSC survival up: 4.3; Peg3 promoter: 1.1; HIF-2a block: -11.7; NR2E3 ag-1: 8.1; TRAIL sens C8: 28.9; Shn3 3UTR inh: -13.4; CF NFkB block: -5.2; KKLEB tox: 0.5; TRPM1 prom inh: -10.8; LMP1 NFkB inh: 10.0

How did Cc1ccc(C2=NC(C(F)(F)F)(C(F)(F)F)c3c(n(-c4ccc(F)cc4)c(=O)[nH]c3=O)N2)cc1 do in these assays?
iPSC survival up: 0.3; Peg3 promoter: 41.6; HIF-2a block: 12.0; NR2E3 ag-1: -20.7; TRAIL sens C8: 18.4; Shn3 3UTR inh: 12.1; CF NFkB block: 35.0; KKLEB tox: -9.6; NR2E3 ag-2: 0.2; TRPM1 prom inh: 8.1; LMP1 NFkB inh: 9.8

How did CCN(c1ccccc1)S(=O)(=O)c1ccc(OC)c(NC(=O)Cc2ccc(OC)c(OC)c2)c1 do in these assays?
iPSC survival up: -2.1; Peg3 promoter: 18.0; HIF-2a block: 15.1; NR2E3 ag-1: 13.9; TRAIL sens C8: -18.8; Shn3 3UTR inh: 22.6; CF NFkB block: -2.7; KKLEB tox: 9.9; NR2E3 ag-2: -0.4; TRPM1 prom inh: 11.0; LMP1 NFkB inh: -48.6

How did Cc1cccc(-c2nc(C#N)c(NCC3CCCO3)o2)c1 (stereo not given) do in these assays?
iPSC survival up: 0.1; Peg3 promoter: -83.2; HIF-2a block: -123.1; NR2E3 ag-1: -38.6; TRAIL sens C8: 3.1; Shn3 3UTR inh: -13.3; CF NFkB block: -7.4; KKLEB tox: 8.3; NR2E3 ag-2: -2.3; TRPM1 prom inh: -32.6; LMP1 NFkB inh: -26.3

How did CCc1cccc(C)c1NC(=O)c1cc(-c2ccncc2)nc2ccccc12 do in these assays?
iPSC survival up: -0.3; Peg3 promoter: 16.5; HIF-2a block: 12.3; NR2E3 ag-1: -6.2; TRAIL sens C8: 1.9; Shn3 3UTR inh: 11.3; CF NFkB block: -8.5; KKLEB tox: -4.5; TRPM1 prom inh: -10.7; LMP1 NFkB inh: -1.3

Results for CC[C@]12c3[nH]c4cc(CCC(=O)N(C)C)ccc4c3CCN1C(=O)[C@@H](CC(=O)NCc1ccco1)C[C@@H]2C(=O)N1CCN(C(=O)C2CC2)CC1 ?
iPSC survival up: 3.4; Peg3 promoter: -15.7; HIF-2a block: 6.8; NR2E3 ag-1: 9.4; TRAIL sens C8: -16.0; Shn3 3UTR inh: -4.7; CF NFkB block: 2.3; KKLEB tox: -16.9; TRPM1 prom inh: 3.4; LMP1 NFkB inh: -0.8

What do the screens show for `Cc1c(NC(=O)C(C)N2C(=O)C3CCCCC3C2=O)c(=O)n(-c2ccccc2)n1C` (stereo not given)?
iPSC survival up: -0.3; Peg3 promoter: 10.8; HIF-2a block: 16.6; NR2E3 ag-1: -14.6; TRAIL sens C8: -2.3; Shn3 3UTR inh: 79.9; CF NFkB block: 0.2; KKLEB tox: -6.9; NR2E3 ag-2: 1.2; TRPM1 prom inh: -6.6; LMP1 NFkB inh: 2.0

Results for O=C(CN1C(=O)/C(=C/c2ccccc2)SC1=S)Nc1ncc(Cc2ccccc2)s1 ?
iPSC survival up: 1.6; Peg3 promoter: -9.4; HIF-2a block: 1.7; NR2E3 ag-1: -11.4; TRAIL sens C8: 30.7; CF NFkB block: 5.9; KKLEB tox: 4.1; NR2E3 ag-2: 2.5; TRPM1 prom inh: -1.5; LMP1 NFkB inh: -5.9

What do the screens show for `COc1cc(CN2CCNC(=O)C2CC(=O)NCCc2ncccc2C)cc(OC)c1` (stereo not given)?
iPSC survival up: 6.4; Peg3 promoter: -16.1; HIF-2a block: 18.9; NR2E3 ag-1: 8.7; TRAIL sens C8: -8.9; Shn3 3UTR inh: -8.6; CF NFkB block: -0.6; KKLEB tox: 12.9; NR2E3 ag-2: 1.4; TRPM1 prom inh: 3.2; LMP1 NFkB inh: -1.0

Results for COc1cc(-c2nnc(-c3ccccc3)o2)cc(OC)c1OC ?
iPSC survival up: 8.6; Peg3 promoter: -30.7; HIF-2a block: -82.9; NR2E3 ag-1: -48.5; TRAIL sens C8: 1.9; CF NFkB block: 1.4; KKLEB tox: 1.6; NR2E3 ag-2: -0.2; TRPM1 prom inh: -10.6; LMP1 NFkB inh: 10.5

How did O=C(Nc1ccccc1N1CCCCC1)c1ccc(-c2cccc(Cl)c2)o1 do in these assays?
iPSC survival up: 0.0; Peg3 promoter: -9.8; HIF-2a block: 9.6; NR2E3 ag-1: -7.4; TRAIL sens C8: 25.5; Shn3 3UTR inh: -19.2; CF NFkB block: -3.2; KKLEB tox: -0.3; NR2E3 ag-2: -2.3; TRPM1 prom inh: 17.0; LMP1 NFkB inh: 2.9

Results for CCOc1ccc(CCN2C(=S)N([C@@H](Cc3ccc(O)cc3)CN3CCC[C@@H]3CN3C(=S)NC[C@@H]3CC(C)C)C[C@@H]2CC(C)C)cc1 ?
iPSC survival up: -1.1; Peg3 promoter: 1.3; HIF-2a block: -26.0; NR2E3 ag-1: -0.6; TRAIL sens C8: -4.6; Shn3 3UTR inh: 8.3; CF NFkB block: 33.2; KKLEB tox: -4.4

What do the screens show for `N#Cc1cc2ccccc2nc1N`?
iPSC survival up: -0.7; Peg3 promoter: 3.9; HIF-2a block: 8.6; NR2E3 ag-1: -9.5; TRAIL sens C8: -5.2; Shn3 3UTR inh: -40.8; CF NFkB block: -3.4; KKLEB tox: 5.5; NR2E3 ag-2: -0.5; TRPM1 prom inh: 10.9; LMP1 NFkB inh: -9.5

What do the screens show for `CC1(C)C(=O)OC(/C=C/c2cccc([N+](=O)[O-])c2)C(C)(C)C1=O` (stereo not given)?
iPSC survival up: -0.4; Peg3 promoter: -2.0; HIF-2a block: 6.0; NR2E3 ag-1: 13.1; TRAIL sens C8: 2.8; Shn3 3UTR inh: 7.7; CF NFkB block: 12.6; KKLEB tox: 0.5; NR2E3 ag-2: -5.2; TRPM1 prom inh: 1.4; LMP1 NFkB inh: -8.6

Results for Cc1ccc2nc(SCC(=O)N3CCN(c4ccccc4)CC3)[nH]c2c1 ?
iPSC survival up: -0.3; Peg3 promoter: -3.3; HIF-2a block: 13.6; NR2E3 ag-1: 1.5; TRAIL sens C8: -19.9; Shn3 3UTR inh: 0.4; CF NFkB block: 1.8; KKLEB tox: 6.9; NR2E3 ag-2: 0.5; TRPM1 prom inh: 1.1; LMP1 NFkB inh: 6.1

How did COc1ccc(CCNC(=O)c2ccc([N+](=O)[O-])cc2Cl)cc1OC do in these assays?
iPSC survival up: -0.3; Peg3 promoter: 9.9; HIF-2a block: 14.6; NR2E3 ag-1: 4.7; TRAIL sens C8: 11.5; Shn3 3UTR inh: -14.1; CF NFkB block: -2.3; KKLEB tox: -8.3; NR2E3 ag-2: 2.0; TRPM1 prom inh: 5.3; LMP1 NFkB inh: -4.1

What do the screens show for `COc1ccc(C(=O)NC(=S)N(CCC(C)C)c2c(N)n(Cc3ccccc3)c(=O)[nH]c2=O)cc1`?
iPSC survival up: -0.9; Peg3 promoter: 11.1; HIF-2a block: 9.5; NR2E3 ag-1: 8.7; TRAIL sens C8: -14.1; Shn3 3UTR inh: -3.0; CF NFkB block: -3.7; KKLEB tox: 4.6; NR2E3 ag-2: 0.8; TRPM1 prom inh: 2.9; LMP1 NFkB inh: 4.0

How did CCc1ccc2[nH]c(=O)c(CN(CCN3CCCC3)C(=O)NC3CCCCC3)cc2c1 do in these assays?
iPSC survival up: -2.2; Peg3 promoter: -9.3; HIF-2a block: -6.5; NR2E3 ag-1: -39.6; TRAIL sens C8: -2.2; Shn3 3UTR inh: -10.5; CF NFkB block: -17.4; KKLEB tox: 8.8; NR2E3 ag-2: -2.2; TRPM1 prom inh: 6.7; LMP1 NFkB inh: 1.2

How did CC(C)(C)S(=O)N1Cc2cc(C(=O)N3CCc4ccccc4C3)nc(-c3cccc(-c4ccncc4)c3)c2[C@H]1CCO (stereo not given in full) do in these assays?
iPSC survival up: -0.5; Peg3 promoter: 0.2; HIF-2a block: 12.8; NR2E3 ag-1: -3.0; TRAIL sens C8: -14.9; Shn3 3UTR inh: 15.3; CF NFkB block: 16.5; KKLEB tox: -6.2

How did Cc1onc(-c2ccccc2Cl)c1C(=O)NNC(=O)c1ccccc1F do in these assays?
iPSC survival up: 0.1; Peg3 promoter: -5.3; HIF-2a block: 15.2; NR2E3 ag-1: -11.9; TRAIL sens C8: -6.0; Shn3 3UTR inh: -9.2; CF NFkB block: 14.2; KKLEB tox: -7.9; NR2E3 ag-2: 6.0; TRPM1 prom inh: -13.1; LMP1 NFkB inh: -2.6

How did Cc1cc(C)c(S(=O)(=O)NCc2cccnc2)c(C)c1 do in these assays?
iPSC survival up: 0.9; Peg3 promoter: 13.1; HIF-2a block: 7.1; NR2E3 ag-1: 7.8; TRAIL sens C8: -0.3; Shn3 3UTR inh: -9.2; CF NFkB block: 6.3; KKLEB tox: -6.5; NR2E3 ag-2: -1.8; TRPM1 prom inh: 6.6; LMP1 NFkB inh: 4.7

Results for Cc1ccc(-c2csc3ncn(CC(=O)O)c(=O)c23)cc1C ?
iPSC survival up: 2.0; Peg3 promoter: 8.5; HIF-2a block: 14.0; NR2E3 ag-1: -6.7; TRAIL sens C8: -3.8; Shn3 3UTR inh: 9.3; CF NFkB block: -9.7; KKLEB tox: 25.2; NR2E3 ag-2: 3.0; TRPM1 prom inh: -3.8; LMP1 NFkB inh: -0.9

How did O=C(c1cccs1)N(Cc1ccco1)C1CCS(=O)(=O)C1 (stereo not given) do in these assays?
iPSC survival up: 0.4; Peg3 promoter: 16.5; HIF-2a block: 17.3; NR2E3 ag-1: -16.3; TRAIL sens C8: -4.9; Shn3 3UTR inh: -6.3; CF NFkB block: 6.8; KKLEB tox: 2.3; NR2E3 ag-2: 2.4; TRPM1 prom inh: 8.6; LMP1 NFkB inh: -0.8

How did c1ccc(CNc2ncnc3sccc23)cc1 do in these assays?
iPSC survival up: -0.5; Peg3 promoter: -8.5; HIF-2a block: 14.6; NR2E3 ag-1: 91.3*; TRAIL sens C8: 41.2; Shn3 3UTR inh: 56.8; CF NFkB block: 24.3; KKLEB tox: -23.8; NR2E3 ag-2: -2.6; TRPM1 prom inh: 10.8; LMP1 NFkB inh: 8.2
